SR-BI HDL uptake – inhibitors of mouse SR-BI mediated HDL lipid uptake; ldlA[mSR-BI] CHO cells, DiI-HDL uptake fluorescence, 3 h; inhibition, % at 12.5 µM; 320,000 tested, 0.96% active;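 active = mean replicate inhibition of at least 70% and a set share of replicates each scoring 70 or more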;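 note: 0% = median of neutral control wells and 100% = median of positive control wells; values of inactives mirror those of a sister screen read the other way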
SR-BI uptake up – SR-BI HDL lipid transfer activation | CHO ldlA[mSR-BI] cells, DiI-HDL uptake fluorescence, 3 h; 100 = double the neutral-control signal | activation, % at 12.5 µM | 320,000 tested, 0.096% active;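 active = mean replicate activation of at least 60% and every replicate at or above 60%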;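 note: 0% = median plate neutral-control signal and 100% = twice that signal; values of inactives mirror those of a sister screen read the other way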
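Material: SR-BI-overexpressing, LDLR-lacking CHO cells; schedule: compound exposure 3 h, 37 °C; reagent: DiI-labelled HDL at 10 µg/mL final; technique: bottom-read fluorescence, 550/595 nm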
Wnt bcat act – activates Wnt/beta-catenin signaling in a reporter cell assay | activator, plate reader | activation, % at 9.35 µM | 300,000 tested, 1.2% active | AID 743398; in the data active = activation above about 30%, passing the limit was not always enough;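 note: 0% = neutral control wells and 100% = positive control wells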
cardiac RTF act – cardiac RTF calcium sensitization; P19429+P45379; IANBD-labeled TnC RTF fluorescence at EC20 calcium; 0% EC20 calcium, 100% full calcium; activation, % at 7.2 µM; 340,000 tested, 0.24% active; AID 493008;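 active = activation above the mean over all tested compounds plus 3 SD, cut at about 30% in these data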;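 note: rise in fluorescence read as greater calcium sensitivity of cardiac thin filaments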
MITF TRPM1 HTS – increases MITF-driven TRPM1 promoter luciferase signal; activation, % at 12.5 µM; 300,000 tested, 0.75% active; SK-MEL-5 TRPM1-promoter luciferase, 24 h; % of positive control, neutral wells = 0; AID 588334;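 active = mean activation of at least 80% with every replicate also reaching 80%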;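 note: 0% = neutral control wells and 100% = parthenolide positive control wells; values of inactives mirror those of a sister screen read the other way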
dFosB activator – mouse delta FosB homodimer activation; purified delta FosB, TAMRA-CDK5 oligo fluorescence polarization; percent of positive-control signal above neutral wells; activation, % at 25 µM; 340,000 tested, 0.99% active; AID 493131;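 active = mean activation above about 17%, with every replicate also reaching it, limit read from the data, passing the limit was not always enough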;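 note: fluorescence polarization rise as delta FosB binds a TAMRA Cdk5 AP-1 oligo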
Target sequence (P13346 whole entry, looked up): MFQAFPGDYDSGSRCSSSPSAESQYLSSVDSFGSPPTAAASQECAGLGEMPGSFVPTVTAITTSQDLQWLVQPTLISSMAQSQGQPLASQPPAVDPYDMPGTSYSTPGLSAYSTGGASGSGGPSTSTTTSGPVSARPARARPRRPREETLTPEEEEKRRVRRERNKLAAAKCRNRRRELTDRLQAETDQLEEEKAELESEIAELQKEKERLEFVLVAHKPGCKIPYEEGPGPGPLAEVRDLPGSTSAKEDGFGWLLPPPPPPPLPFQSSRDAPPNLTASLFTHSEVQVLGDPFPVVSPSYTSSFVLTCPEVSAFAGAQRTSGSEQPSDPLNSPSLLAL
CDK5 p35 inh – inhibitors of human CDK5/p35 kinase; Q00535+Q15078; Recombinant CDK5/p35, ADP-Glo luminescence, 60 min; inhibition, % at 10 µM; 330,000 tested, 0.01% active; AID 488839;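 active = highest replicate inhibition of at least 50% and at least 75% of replicates reaching 50%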;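 note: plate controls were DMSO neutral control for no effect and GW8510 at 10 µM for full effect; many of its hits are not listed in these tables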
PvdQ acylase – P. aeruginosa PvdQ acylase inhibition | purified PvdQ acylase, fluorescence plate reader | inhibition, % at 10 µM | 340,000 tested, 0.063% active; in the data active = inhibition above about 30%, passing the limit was not always enough;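 note: 0% = vehicle neutral wells and 100% = reference inhibitor wells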
Rtt109 Vps75 – C. albicans Rtt109 histone acetyltransferase inhibition; purified Rtt109/Vps75, ThioGlo CoA-SH fluorescence, 4 h; Q5AAJ8; 330,000 tested, 0.16% active; inhibition, % at 34.9 µM; AID 540336;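 active = inhibition of at least 50% in every replicate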
Target sequence (Q5AAJ8 whole entry, looked up): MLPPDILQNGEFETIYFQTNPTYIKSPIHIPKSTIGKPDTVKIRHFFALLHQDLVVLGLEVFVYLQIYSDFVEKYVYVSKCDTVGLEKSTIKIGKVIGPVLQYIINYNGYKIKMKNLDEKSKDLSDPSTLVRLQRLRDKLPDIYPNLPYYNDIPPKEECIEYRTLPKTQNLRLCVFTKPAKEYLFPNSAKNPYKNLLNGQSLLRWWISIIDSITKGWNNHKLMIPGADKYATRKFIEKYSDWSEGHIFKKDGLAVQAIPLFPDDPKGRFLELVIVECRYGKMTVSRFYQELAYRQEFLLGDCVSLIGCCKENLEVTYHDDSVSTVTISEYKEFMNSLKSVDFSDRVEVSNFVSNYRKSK
HTR5A ag – HTR5A agonism, opioid heterodimer counter-screen. HTR5A agonist assay, luminescence, cell-based. activation, % at 9.3 µM. 340,000 tested, 0.61% active; in the data active = activation mostly above about 9.5%, no sharp cut-off; inactive = mostly below about 7.6%;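 note: 0% = cells with vehicle only and 100% = reference agonist; strong numbers were not always called active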
Target sequence (P47898 whole entry, looked up): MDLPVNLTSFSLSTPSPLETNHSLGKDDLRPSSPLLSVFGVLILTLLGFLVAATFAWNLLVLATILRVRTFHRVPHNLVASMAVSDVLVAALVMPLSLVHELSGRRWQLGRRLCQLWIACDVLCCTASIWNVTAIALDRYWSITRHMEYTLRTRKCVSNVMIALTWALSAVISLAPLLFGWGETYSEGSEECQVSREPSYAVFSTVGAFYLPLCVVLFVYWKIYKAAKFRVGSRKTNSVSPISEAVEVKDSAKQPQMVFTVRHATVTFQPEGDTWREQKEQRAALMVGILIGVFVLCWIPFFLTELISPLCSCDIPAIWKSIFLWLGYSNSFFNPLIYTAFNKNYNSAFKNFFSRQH
Active calls of the source: *; . = not tested or not shown.

SMILES	SR-BI HDL uptake	SR-BI uptake up	Wnt bcat act	cardiac RTF act	MITF TRPM1 HTS	dFosB activator	CDK5 p35 inh	PvdQ acylase	Rtt109 Vps75	HTR5A ag
CCC(C(=O)OCC(=O)N(C)c1c(N)n(Cc2ccccc2)c(=O)[nH]c1=O)c1ccccc1 (stereo not drawn)	-2	2	-3	-4	6	-7	-1.3	-12	-2	0
COc1ccc(CCNC(=O)COC(=O)/C=C/c2cccs2)cc1	10	-10	-1	8	-3	1	-5.7	-9	-23	-3
CN(C)S(=O)(=O)c1cccc(NC(=O)COC(=O)/C=C/c2ccc3c(c2)OCO3)c1	0	0	-2	4	31	-5	0.6	-18	-2	-1
CC1(C)C(c2ccccc2)=NC(c2ccc(F)cc2)N1O (stereo not drawn)	-19	19	.	-3	0	3	-2.5	-7	-3	4
Cc1ccc(C)c(S(=O)(=O)N2CCN(CC(=O)Nc3sccc3C#N)CC2)c1	16	-16	-3	10	0	-4	-0.5	-20	-12	10
CCn1cc(CCC(=O)NC(C)c2ccccc2)c2ccccc21 (stereo not drawn)	48	-48	-1	1	-8	-4	1.4	-7	-2	-2
CC(=O)N1CCN(C(=O)c2cccc(NS(=O)(=O)c3ccc(Br)cc3)c2)CC1	-18	18	0	-1	-6	-1	0.3	-9	-2	-7
CC1CC(C)CN(CCCNC(=O)COc2cc(=O)n(C)c3ccccc23)C1 (stereo not drawn)	-13	13	16	2	.	-6	-3.7	-17	3	-1
CCOc1ccccc1CNC(=O)c1cn(C)c(=O)c2c1c1ccccc1n2C	.	.	47*	-2	-5	1	-1.3	-7	0	2
CCN(CC)C(=O)C(C(=O)c1cccc([N+](=O)[O-])c1)n1cc(Cl)ccc1=O (stereo not drawn)	-12	12	-2	-6	-2	-8	-0.6	-2	-10	3
CSCCC(NC(=O)c1ccco1)C(=O)N1CCCC(C(F)(F)F)C1 (stereo not drawn)	-5	5	2	3	2	0	-1.6	-7	4	-6
C#CC(CCN1CCCCC1)(OC)c1ccccc1 (stereo not drawn)	-27	27	-1	-10	-4	1	0.3	0	13	1
CCOc1ccc2nc(NCCCNS(=O)(=O)c3ccc(F)cc3)c(C#N)cc2c1	47	-47	0	4	-3	0	1.0	1	-32	6
C/C(=N\Nc1ccc(C(F)(F)F)cc1[N+](=O)[O-])C(C)C	-23	23	-2	4	8	-3	0.9	-8	1	1
O=C(NCC1CCCO1)NC12CC3CC(CC(C3)C1)C2 (stereo not drawn)	-28	28	.	0	-11	3	-0.8	-7	3	-6
CCOc1ccc(C2OCCC(C)O2)cc1OC (stereo not drawn)	1	-1	-6	-6	-3	-4	-0.6	8	-4	-1
Cc1ccc(S(=O)(=O)N2CCOC2CNC(=O)C(=O)NCc2ccccc2)cc1 (stereo not drawn)	-1	1	-1	-1	-15	-8	-1.2	-12	1	0
O=S(=O)(c1ccc(-c2ccccc2)cc1)N1CCOCC1	-31	31	.	-2	.	-1	-1.2	-10	-1	5
Cc1ccc(-n2ncc3c(=O)n(CC(=O)N4CCN(c5ccccc5)CC4)cnc32)cc1	22	-22	0	-2	-10	-5	0.3	-16	0	0
CC(C)CN1CCN(Cc2ccc(CN3CCCCC3)s2)CC1CCO (stereo not drawn)	-9	9	-5	-5	18	-4	-0.7	-14	.	9
O=C(Nc1ccncc1)c1ccccc1Cl	6	-6	0	-3	12	-1	4.0	1	17	1
COc1cc(NC(=O)COC(=O)CNC(=O)c2cc(C)cc(C)c2)c(C)cc1[N+](=O)[O-]	18	-18	-3	-5	-8	1	-0.2	-2	.	4
CC(NC(=O)C1CCN(C(=O)c2cccs2)CC1)c1ccc(S(N)(=O)=O)cc1 (stereo not drawn)	-24	24	-1	-4	2	-2	4.0	3	3	-5
O=C(N/N=C/c1ccc[nH]1)c1cccc([N+](=O)[O-])c1	-9	9	3	1	5	-5	-0.1	9	-6	-2
COC(=O)C1=C(N)Oc2cc(C)n(Cc3ccccc3)c(=O)c2C1c1ccccc1 (stereo not drawn)	-1	1	1	-3	.	-6	0.3	0	15	5
N#Cc1ccccc1Oc1ccccc1C=O	-17	17	-3	-7	4	0	0.0	24	4	-2
CN(CC(=O)NCCCc1ccccc1)Cc1ccc(Br)cc1	-22	22	-1	1	-3	-10	-2.8	-29	-4	9
CCOc1ccc(NC(=O)CC2C(=O)N(c3ccc(OC)cc3)C(=O)N2CCc2cccs2)cc1 (stereo not drawn)	20	-20	-4	-6	9	-2	0.5	2	11	1
CCCNC(=O)CSc1nc2ccc(OCC)cc2s1	-22	22	0	11	11	-6	-2.4	-6	-2	-2
COc1ccc(NC(=O)c2ccc(OC(F)F)cc2)cc1Cl	27	-27	.	12	63	-2	-5.5	1	-6	0
CCN(C(=O)N(CC)c1ccccc1)c1ccccc1	-2	2	0	-1	0	-4	-0.5	-7	-7	0
COc1ccc(C(=O)NNC2=NS(=O)(=O)c3ccccc32)cc1OC	.	.	1	0	-1	-3	1.2	-6	2	4
O=C(Cc1cccs1)Nc1cccc(C(=O)Nc2ccco2)c1	21	-21	-1	3	6	-11	0.4	-18	-5	0
O=C(CN1C(=O)S/C(=C\c2ccc(O)c([N+](=O)[O-])c2)C1=O)Nc1ccc(N2CCOCC2)cc1	-14	14	-1	-2	1	-5	-0.4	-13	3	2
Cn1c(C(=O)N2CCCC(Nc3ccc(F)cc3)C2)cc2ccccc21 (stereo not drawn)	8	-8	-1	-2	-6	-9	-6.4	-5	2	2
C/C(=N\NC(=O)c1ccccc1F)c1ccccn1	-19	19	24	-3	-62	-8	-0.4	2	4	2
CCC(=O)Nc1ccc(C(=O)COC(=O)Cc2ccsc2)cc1	3	-3	-2	-1	-6	-1	-0.8	-4	3	0
COCCNC(=O)/C(C#N)=C/c1cccc(NC(=O)c2ccccc2Cl)c1	-15	15	21	1	-5	-5	-1.6	-6	2	5
O=C(Cc1ccccc1Cl)Nc1cccc(S(=O)(=O)N2CCCCCC2)c1	30	-30	-3	-6	-14	-3	1.1	-17	14	1
COC(=O)c1cn(C)c2ccc(S(=O)(=O)N3CCCC3)cc2c1=O	-18	18	.	-7	-11	-5	-1.3	-5	1	-2
COc1ccc(OC)c(-n2c(=O)c3ccccc3c3ccccc3c2=O)c1	5	-5	-1	0	-10	-12	0.4	-13	2	2
N=c1oc2ccccc2cc1-c1nc(-c2ccc(Cl)cc2)cs1	-14	14	1	8	0	-7	1.0	2	6	-1
COCCCNC(=O)c1ccc(N(C)S(=O)(=O)c2ccc(OC)cc2)cc1	2	-2	-1	-4	.	-6	-0.2	-5	0	5
Cc1ccccc1-n1c(C)nnc1SCC(=O)NC1CCCc2ccccc21 (stereo not drawn)	-24	24	.	0	-9	2	0.5	7	-7	-2
COC(=O)C1=C(N)Oc2cc(C)n(Cc3cccnc3)c(=O)c2C1c1ccc(OC)c(OC)c1 (stereo not drawn)	-3	3	.	9	0	-6	-3.2	-2	-4	-2
NC(=O)CSc1nnc(COc2cccc3ccccc23)o1	4	-4	1	-7	.	-3	0.5	-11	3	1
O=C1CCCN1CCC(=O)N1CCCC(N2CCN(c3ccccc3F)CC2)C1 (stereo not drawn)	-14	14	0	-2	-5	2	-6.7	-27	-3	-4
CCOC(=O)c1ccccc1OC(=O)NNc1ccccc1	-20	20	5	0	1	7	-0.8	-4	-7	-6
COc1ccc(C(=O)N=C2SC3CS(=O)(=O)CC3N2c2ccc(N(C)C)cc2)cc1OC (stereo not drawn)	3	-3	1	-1	37	-4	-4.5	-15	0	0
COc1ccccc1C(=O)NCC(=O)OC(C)C(=O)N1CCOCC1 (stereo not drawn)	-26	26	0	5	-1	-4	0.0	-9	-13	1
CCN(C(=O)c1coc(=O)c(Br)c1)c1ccc2c(c1)OCO2	17	-17	.	4	-7	-1	1.9	-4	-17	6
O=C(CSc1nnc(NC(=O)c2cccc(Br)c2)s1)NCC1CCCO1 (stereo not drawn)	-7	7	2	2	4	3	-4.8	-14	7	3
Cc1cc(Nc2ccccc2N2CCOCC2)n2ncnc2n1	2	-2	-10	2	4	-11	0.1	16	1	-2
Cc1nn(-c2cc(N3CCCCC3)ccc2[N+](=O)[O-])c(=O)c2ccccc12	-8	8	.	-1	12	-2	1.6	-2	-3	-3
Cn1c2ccccc2c2nnc(SCCN3CCOCC3)nc21	1	-1	-1	-6	-4	-4	0.2	-13	-3	7
COc1ccc(C(c2nnnn2Cc2cccs2)N2CCN(c3ccccc3F)CC2)cc1OC (stereo not drawn)	6	-6	0	-6	-5	1	0.6	14	1	-2
CCCCN(C(=O)Cc1cccc(F)c1)c1c(N)n(CCC)c(=O)[nH]c1=O	-47	47	-1	3	-2	9	-0.9	-13	-1	1
NCCCC[C@H]1CN=C(N)N1CCCCC1CCCCC1	-13	13	-3	1	0	-15	0.5	-14	8	0
Cc1ccc(NC(=O)C2CCCN(c3ncnc4c3nc3n4CCCCC3)C2)nc1 (stereo not drawn)	23	-23	1	-5	2	-16	0.8	-7	8	-1
Cc1ccc(C(=O)OCC(=O)NC2CCCCC2)o1	-20	20	2	-3	-10	-6	2.3	3	-4	1

The final 4 compounds of the section before come first, to join the parts:
SMILES	SR-BI HDL uptake	SR-BI uptake up	Wnt bcat act	cardiac RTF act	MITF TRPM1 HTS	dFosB activator	CDK5 p35 inh	PvdQ acylase	Rtt109 Vps75	HTR5A ag
CCCCN(C(=O)Cc1cccc(F)c1)c1c(N)n(CCC)c(=O)[nH]c1=O	-47	47	-1	3	-2	9	-0.9	-13	-1	1
NCCCC[C@H]1CN=C(N)N1CCCCC1CCCCC1	-13	13	-3	1	0	-15	0.5	-14	8	0
Cc1ccc(NC(=O)C2CCCN(c3ncnc4c3nc3n4CCCCC3)C2)nc1 (stereo not drawn)	23	-23	1	-5	2	-16	0.8	-7	8	-1
Cc1ccc(C(=O)OCC(=O)NC2CCCCC2)o1	-20	20	2	-3	-10	-6	2.3	3	-4	1
O=C1c2ccccc2C(=O)c2c1ccc(C(=O)N1CCCCC1)c2NCCO	13	-13	.	3	-24	-5	1.4	0	2	3
CC1CN(C(=O)CN2C(=O)NC3(CCCCCC3)C2=O)CC(C)O1 (stereo not drawn)	3	-3	-2	-5	-3	0	0.4	-5	-1	0
CC1CCCN(C(=O)COC(=O)Cc2c[nH]c3ccccc23)C1 (stereo not drawn)	-6	6	2	-6	-9	-1	0.9	1	2	4
CCN1CCN(C(=O)NC(c2ccc(C)c(F)c2)C(Cl)Cl)CC1 (stereo not drawn)	8	-8	-6	0	1	-8	2.2	-6	-1	3
CN1CC(COCc2ccccc2)Oc2ccccc2S1(=O)=O (stereo not drawn)	1	-1	-2	-8	-1	3	-0.1	-9	-1	0
CCc1ccc2c(CN3CCc4cc(OC)c(OC)cc4C3)cc(=O)oc2c1	4	-4	-1	-12	-16	6	1.2	-9	3	3
O=C(Nc1ccccc1C(=O)N1CCOCC1)C1CC(=O)N(c2ccc(F)cc2)C1 (stereo not drawn)	-4	4	-1	2	2	1	0.4	-10	-10	-2

Outcome played no part in choosing rows; about 4.4% have a hit in one of these screens.
